DSG3 Ab inh: inhibitors of pemphigus antibody binding to DSG3, primary screen, biochemical, bead-based, flow cytometry, scFv-GFP. DSG3-coupled beads, scFv-anti-DSG3-GFP binding; hits give low values. binding (percent of control), % at 10 µM. hit rate 0.48% among 310,000;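 active means binding more than 3 SD below its plate's average and above zero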;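 further: hits lower antibody fragment binding to DSG3; some compounds called inactive have numbers as strong as hits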
V-ATPase pH: regulators of yeast V-ATPase proton pumping, primary screen, pHLuorin cytosolic pH fluorescence; S. cerevisiae; response, % at 10 µM; hit rate 0.37% among 350,000; AID 504577, 2011; in the data active means response mostly above about 7.3%, no sharp cut-off; inactive means mostly below about 5.4%; further: actives read high; inactives centre near 0; some compounds called inactive have numbers as strong as hits; reference of the scale not given here
Cardiac RTF inh: cardiac RTF calcium sensitivity inhibitors, primary screen, biochemical, IANBD-TnC fluorescence, EC70 calcium; Troponin I, cardiac muscle (Homo sapiens) + Troponin T, cardiac muscle (Homo sapiens) + …; IANBD-labeled cardiac RTF, Ca2+ fluorescence; inhibition, % at 7.15 µM; hit rate 0.12% among 340,000; AID 493244, 2011;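 active means inhibition above the mean inhibition of all tested compounds plus 3 SD, cut at about 17% in these data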;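 further: assay run at fixed EC70 calcium of 1.6 mM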
MOR-DOR ag: agonists of OPRM1-OPRD1 heterodimerization, primary screen, cell-based, luminescence; Mu-type opioid receptor (Homo sapiens) + Delta-type opioid receptor (Homo sapiens), …; cells; AID 504326, 2011; hit rate 0.3% among 340,000; activation, % at 9.3 µM; in the data active means activation above about 18%;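 further: 0% = vehicle-treated cells and 100% = reference agonist; values of inactives mirror those of a sister screen read the other way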
Target sequence (P35372 whole entry, looked up): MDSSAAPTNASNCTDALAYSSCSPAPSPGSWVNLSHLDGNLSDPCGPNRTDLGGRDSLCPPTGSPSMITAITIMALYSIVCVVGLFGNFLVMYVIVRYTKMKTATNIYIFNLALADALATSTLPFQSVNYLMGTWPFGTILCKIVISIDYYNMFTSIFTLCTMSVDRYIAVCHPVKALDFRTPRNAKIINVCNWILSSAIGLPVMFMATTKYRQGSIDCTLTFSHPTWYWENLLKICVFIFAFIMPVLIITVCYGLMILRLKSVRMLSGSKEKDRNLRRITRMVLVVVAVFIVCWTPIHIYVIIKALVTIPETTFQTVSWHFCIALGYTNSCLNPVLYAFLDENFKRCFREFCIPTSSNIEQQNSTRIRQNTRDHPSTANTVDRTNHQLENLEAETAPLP
Target sequence (P41143 whole entry, looked up): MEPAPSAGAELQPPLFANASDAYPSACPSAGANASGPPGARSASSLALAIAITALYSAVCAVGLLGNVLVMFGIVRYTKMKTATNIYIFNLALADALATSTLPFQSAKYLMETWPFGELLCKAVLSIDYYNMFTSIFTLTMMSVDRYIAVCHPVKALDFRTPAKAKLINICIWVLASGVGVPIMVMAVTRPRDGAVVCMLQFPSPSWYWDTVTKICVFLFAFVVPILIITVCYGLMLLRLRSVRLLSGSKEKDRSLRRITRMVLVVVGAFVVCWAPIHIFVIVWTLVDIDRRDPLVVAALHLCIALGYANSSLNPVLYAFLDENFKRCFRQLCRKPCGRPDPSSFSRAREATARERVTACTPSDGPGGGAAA
Wnt bcat act: Wnt/beta-catenin pathway activators, primary screen, cell-based, plate reader, single point; hit rate 1.2% among 300,000; activation, % at 9.35 µM; Wnt/beta-catenin reporter cell assay, activator; in the data active means activation above about 30%, passing the limit was not always enough;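 further: 0% = neutral control wells and 100% = positive control wells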
RTF Ca sens act: cardiac RTF calcium sensitivity activators, primary screen, biochemical, IANBD-TnC fluorescence, EC20 calcium. Troponin I, cardiac muscle (Homo sapiens) + Troponin T, cardiac muscle (Homo sapiens) + …. IANBD-labeled TnC RTF fluorescence at EC20 calcium; 0% EC20 calcium, 100% full calcium. activation, % at 7.2 µM. hit rate 0.24% among 340,000. AID 493008, 2010;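 active means activation above the mean over all tested compounds plus 3 SD, cut at about 30% in these data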;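 further: rise in fluorescence read as greater calcium sensitivity of cardiac thin filaments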
Arr AP2 block: inhibitors of beta-arrestin/AP2 binding, primary screen, biochemical, GPCR trafficking, flow cytometry; hit rate 0.31% among 340,000; inhibition, % at 10 µM; beta-arrestin 1 C-terminal peptide binding to AP2 beta2-adaptin appendage (human); FITC-arrestin peptide / GST-AP2 beads; AP2 beta2 appendage carries R879A mutation;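 active means inhibition above a set limit, near 3 SD of compounds lacking own fluorescence, cut at about 54% in these data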;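 further: plate controls were DMSO wells for no effect and 5 µM unlabelled arrestin peptide for full effect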
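Assay system: GST-AP2 R879A bound to glutathione beads, E. coli-expressed; Medium: PBS with 0.05% Tween 20 and 0.1% BSA; Also added: fluorescein-tagged arrestin peptide at 50 nM final; Timing: 12 min plus 1 h, RT; Measured by: flow cytometry, FL1 (488/535 nm); Evaluation: percent drop in bead-associated FITC signal.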
Keap1-Nrf2 PPI: Keap1-Nrf2 protein-protein interaction inhibitors, primary screen, biochemical, fluorescence polarization, single point; Kelch-like ECH-associated protein 1 (Homo sapiens), Q14145; Keap1 Kelch-Nrf2 peptide fluorescence polarization, 1536-well; inhibition, % at 9.4 µM; hit rate 0.15% among 340,000; in the data active means inhibition above about 12%;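 further: human Keap1 Kelch domain with fluorescein labeled Nrf2 9mer peptide probe; 0% = neutral control wells and 100% = peptide positive control; higher means more block of Keap1 binding to Nrf2 peptide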
OPRM1-OPRD1 inv: inverse agonists of MOR-DOR heterodimerization, primary screen, cell-based, luminescence. Mu-type opioid receptor (Homo sapiens) + Delta-type opioid receptor (Homo sapiens), …. inhibition, % at 9.3 µM. cell-based MOR-DOR heterodimer luminescence, inverse agonism. hit rate 0.21% among 340,000; in the data active means inhibition above about 22%, passing the limit was not always enough;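 further: 0% = cells with DMSO and 100% = wells without cells with DMSO; values of inactives mirror those of a sister screen read the other way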
C-LANA FP: inhibitors of KSHV C-LANA binding to DNA, primary screen, biochemical, fluorescence polarization, FAM-LBS DNA, MBP-C-LANA, single point. Kaposi's sarcoma herpesvirus LANA C-terminal domain (residues 932-1162) DNA binding. AID 504423, 2011. hit rate 0.078% among 340,000. inhibition, % at 9 µM;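 active means highest replicate inhibition at or above 60% at 9 µM, even if other replicates fall short; inactive means all replicates below 60% inhibition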;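 further: 0% = neutral control wells and 100% = 4 µM acridine orange control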
Active calls of the source: *; · = no result given.

Sample of the layout, 3 compounds:
SMILES	DSG3 Ab inh	V-ATPase pH	Cardiac RTF inh	MOR-DOR ag	Wnt bcat act	RTF Ca sens act	Arr AP2 block	Keap1-Nrf2 PPI	OPRM1-OPRD1 inv	C-LANA FP
Cc1cccc(N(C)S(=O)(=O)c2ccc3[nH]cc(C(=O)N4CCOCC4)c(=O)c3c2)c1	119	2	-1	1.6	0	4	0	-3	-7	-0.7
CCOc1ccc(C(=O)Nc2ccc(N3CCN(C)CC3)cc2)cc1	117	4	-7	-3.3	-1	-2	2	3	16	-3.0
N#CC(Cc1cccc(CC(C#N)(c2ccccc2)c2ccccc2)c1)(c1ccccc1)c1ccccc1	102	-2	-3	-1.5	-5	4	1	2	9	-1.3

This part in full, previewed entries included:
SMILES	DSG3 Ab inh	V-ATPase pH	Cardiac RTF inh	MOR-DOR ag	Wnt bcat act	RTF Ca sens act	Arr AP2 block	Keap1-Nrf2 PPI	OPRM1-OPRD1 inv	C-LANA FP
Cc1cccc(N(C)S(=O)(=O)c2ccc3[nH]cc(C(=O)N4CCOCC4)c(=O)c3c2)c1	119	2	-1	1.6	0	4	0	-3	-7	-0.7
CCOc1ccc(C(=O)Nc2ccc(N3CCN(C)CC3)cc2)cc1	117	4	-7	-3.3	-1	-2	2	3	16	-3.0
N#CC(Cc1cccc(CC(C#N)(c2ccccc2)c2ccccc2)c1)(c1ccccc1)c1ccccc1	102	-2	-3	-1.5	-5	4	1	2	9	-1.3
CCOC(=O)c1nn(-c2ccccc2)c2nnc(Cc3ccccc3)c(=O)n12	97	1	-2	-1.1	4	-5	9	-3	6	0.0
COc1cccc(NC(=O)C2CCN(S(=O)(=O)c3ccc4c(c3)C(C)(C)C(=O)N4C)CC2)c1	104	1	-14	-0.5	-3	1	-8	1	3	-0.5
COc1cccc(SCc2noc(C(=O)NCCN(C)C)c2C(=O)NCCN(C)C)c1	103	-4	-1	-1.8	4	3	12	2	11	0.8
CN(c1ccccc1)S(=O)(=O)c1cccc(NC(=O)c2cc(=O)c3ccccc3o2)c1	100	-1	-3	-0.4	·	2	2	2	2	0.9
COC(=O)c1ccccc1NC(=O)CS(=O)(=O)Cc1nc(-c2ccc(C)cc2)oc1C	104	-2	-4	-0.5	-1	4	-1	-2	3	1.0
CCCn1nnc(NC(=O)c2ccc([N+](=O)[O-])cc2Cl)n1	94	-2	-4	0.0	-3	0	-9	3	0	-0.5
CC(Sc1nc(-c2ccccc2)cc(C(F)(F)F)n1)C(=O)NCCN1CCOCC1 (centres undefined)	96	-1	-12	-0.1	·	-1	-4	-3	1	0.5
CC(C)CNC(=O)c1ccccc1SCC(=O)NC12CC3CC(CC(C3)C1)C2	129	-2	6	-1.1	-4	3	0	0	6	1.5
COc1cc(/C=N/NC(=O)NC23CC4CC(CC(C4)C2)C3)ccc1O	114	-1	-5	2.3	-2	-4	17	·	-10	·
Nc1cc(=O)[nH]c(SCC(=O)Nc2ccc3c(c2)CCC3)n1	122	1	-6	0.2	0	14	·	-4	-1	-1.2
NC(=O)c1ccc(NC(=O)CCCNC(=O)c2ccc(Cl)cc2)cc1	110	3	-1	-2.2	-1	1	-9	-6	10	-0.7
CN1CCN(C2=Nc3c(Cl)cc(Cl)c4cccc2c34)CC1	93	2	-20	-2.0	-1	12	7	-5	10	3.0

Profiles from above. Order of values: DSG3 Ab inh, V-ATPase pH, Cardiac RTF inh, MOR-DOR ag, Wnt bcat act, RTF Ca sens act, Arr AP2 block, Keap1-Nrf2 PPI, OPRM1-OPRD1 inv, C-LANA FP
`CCOC(=O)c1nn(-c2ccccc2)c2nnc(Cc3ccccc3)c(=O)n12` as listed: 97, 1, -2, -1.1, 4, -5, 9, -3, 6, 0.0
`NC(=O)c1ccc(NC(=O)CCCNC(=O)c2ccc(Cl)cc2)cc1` as listed: 110, 3, -1, -2.2, -1, 1, -9, -6, 10, -0.7
`CN(c1ccccc1)S(=O)(=O)c1cccc(NC(=O)c2cc(=O)c3ccccc3o2)c1` as listed: 100, -1, -3, -0.4, ·, 2, 2, 2, 2, 0.9
`COc1cccc(NC(=O)C2CCN(S(=O)(=O)c3ccc4c(c3)C(C)(C)C(=O)N4C)CC2)c1` as listed: 104, 1, -14, -0.5, -3, 1, -8, 1, 3, -0.5
`CCOc1ccc(C(=O)Nc2ccc(N3CCN(C)CC3)cc2)cc1` as listed: 117, 4, -7, -3.3, -1, -2, 2, 3, 16, -3.0

Continuation:
SMILES	DSG3 Ab inh	V-ATPase pH	Cardiac RTF inh	MOR-DOR ag	Wnt bcat act	RTF Ca sens act	Arr AP2 block	Keap1-Nrf2 PPI	OPRM1-OPRD1 inv	C-LANA FP
CN(C)S(=O)(=O)c1ccc(C(=O)NCc2nnc(SCC(=O)Nc3ccc(F)cc3)n2-c2ccc(F)cc2)cc1	88	5	-4	-3.2	0	-7	-1	-2	16	1.2
COc1ccc(Nc2nc(Cl)nc(NCc3ccco3)n2)cc1	105	-1	-6	3.8	·	8	-7	-7	-22	-0.8
CCC(C)c1ccccc1NC(=O)COC(=O)c1ccc2[nH]c3c(c2c1)CCCC3 (centres undefined)	102	0	7	0.4	-3	4	46	1	-2	1.5
O=C(COC(=O)c1c2ccccc2cc2ccccc12)Nc1ncc(C(F)(F)F)cc1Cl	99	4	-7	1.5	·	0	-1	-2	-8	3.0
COc1ccc(/C=N/OC(=O)Nc2ccccc2)cc1[N+](=O)[O-]	109	-1	-20	-2.5	23	1	13	-1	12	4.1
C=CCc1cc(OC)ccc1OCCN1CC(C)OC(C)C1 (centres undefined)	110	0	-13	2.4	0	-2	16	-2	-12	-1.6
CCOC(=O)C1=C(C)NC(SC)=C(C#N)C1CC(C)C (centres undefined)	105	3	0	2.2	-9	3	-6	-4	-12	-0.1
CNC(=O)NC(=O)C(C)Oc1ccccc1F (centres undefined)	·	1	-2	-0.5	0	0	8	0	2	0.9
Cc1cccc(CS(=O)(=O)Cc2ccc(C(=O)NCc3cccs3)o2)c1	104	-4	0	-3.0	0	3	-3	2	15	1.0
CC(=O)Nc1ccc(S(=O)(=O)NC2CCSc3ccccc32)cc1 (centres undefined)	116	-7	5	1.1	-1	-4	13	-1	-8	-1.3
c1coc(-c2ccnc(-c3ccncc3)n2)c1	99	1	6	-2.2	1	3	43	-2	10	2.2
O=C(N/N=C/c1ccc([N+](=O)[O-])cc1)c1cccnc1	104	2	0	-0.2	1	-2	-7	1	1	-0.2
O=C(CCCSc1nc2ccccc2[nH]1)NC1CCCCC1	98	-1	-10	-2.3	-1	2	22	-3	12	0.0
CCNC(=S)NCc1ccc2c(c1)OCO2	102	-2	8	-2.9	·	-4	-2	0	15	1.7
CN1C(=O)c2ccccc2C(C(=O)NCc2ccco2)C1c1c[nH]c2ccccc12 (centres undefined)	·	0	-6	-3.9	·	1	-6	-2	16	1.5
O=C(CNCc1ccccc1)Nc1ccc(Oc2ccccc2)cc1	103	0	·	·	-1	·	8	-1	·	-1.1
Cc1ccc(-n2c(=O)c3ccccc3n(CC(=O)NCc3ccco3)c2=O)cc1	99	0	2	-3.6	8	-1	3	0	20	-0.9
O=C(CCCC(=O)N1CCN(c2ccc([N+](=O)[O-])cc2)CC1)c1ccccc1	98	1	4	-1.4	-6	3	·	1	8	1.5
O=C(NC(=S)NCc1ccc(Cl)cc1)c1ccco1	96	4	-4	-0.7	-3	-3	34	0	3	0.7
Cc1ccc(C)c2nc(SCC(=O)NCc3cccs3)c(C#N)cc12	100	-4	-2	-3.5	·	-1	34	0	20	-0.2
O=C(Nc1ccc(O)cc1)c1ccc(NC(=O)c2ccco2)cc1	94	-2	0	-1.1	9	-5	5	-1	7	-0.4
Cc1ccc(NC(=O)COc2ccccc2[N+](=O)[O-])nc1	98	-2	-4	-2.1	54*	4	-2	-3	10	-1.4
CCCCn1c(N)c(N(Cc2ccccc2OC)C(=O)c2ccc([N+](=O)[O-])s2)c(=O)[nH]c1=O	95	0	-16	6.0	-3	-11	45	-4	-40	0.6
Cc1c(C(=O)N(C)C)sc(NC(=O)c2cc([N+](=O)[O-])cc([N+](=O)[O-])c2)c1C#N	103	-2	3	-0.1	-3	-2	-1	-4	1	0.0
CCN(CC)c1ccc(/C=N/NC(=O)OC)c(O)c1	109	0	-10	-0.5	-1	3	29	-6	2	-3.2
COc1ccc(NC(=O)CSc2nnc(CCC(=O)O)c(=O)n2N)cc1	90	-3	-5	0.3	-1	-9	-2	2	-2	1.1
CN(/C(=N\S(=O)(=O)c1ccccc1)C(F)(F)F)c1ccccc1	107	-2	3	-3.1	·	2	4	-4	13	-0.5
Cc1ccc(C(=O)NC=C(Cl)Cl)cc1	106	0	-15	-1.1	-3	8	2	0	6	-2.3
CCOC(=O)N1CCN(Cc2nnc(-c3ccccc3Cl)o2)CC1	97	1	3	-1.1	-2	-2	-6	7	6	-2.2
COc1ccc(C(CNC(=O)CCNS(=O)(=O)c2ccc(Br)cc2)N2CCCC2)cc1 (centres undefined)	100	7	-3	0.0	4	8	17	0	0	0.4
COc1cc(C(=O)NCC(=O)NCCN2C(=O)S/C(=C\c3ccc4c(c3)OCO4)C2=O)cc(OC)c1OC	94	0	-14	-2.2	0	-8	-8	-8	14	0.3
COc1ccc(S(=O)(=O)N(C)CC(=O)N2CCN(c3ccc(F)cc3)CC2)cc1OC	106	3	-10	-3.0	·	-4	-8	-4	15	0.1
O=S(=O)(NCCC1=CCCCC1)c1ccccc1Br	97	-5	-4	7.5	8	1	12	-1	-49	3.4
COc1ccc(CCC(=O)NCCc2ccc(OC)c(OC)c2)cc1	95	-2	-4	-2.4	1	-2	-5	-1	12	2.3
Cc1cc(N2CCN(c3ccccc3)CC2)n2nnnc2n1	109	3	-7	-0.4	·	7	-2	-4	2	2.6
COc1ccc(S(=O)(=O)NNC(=O)c2cc3c4ccccc4n(C)c3s2)cc1	105	4	-1	2.0	·	-3	0	0	-11	0.8
Cc1cccc(C(C)C)c1NC(=O)COC(=O)c1cc2ccccc2oc1=O	·	4	5	-2.4	5	-3	28	1	10	0.7
CON/C=N/C(=S)Nc1ncc(C(F)(F)F)cc1Cl	109	3	-16	-4.4	0	14	-8	-1	22	0.2

Screening results (PubChem)
